VLA-4 inh: inhibition in a human VLA-4 binding assay; P13612; VLA-4 expressing cells, ligand binding flow cytometry; inhibition, % (about 7 µM as worked out from the volumes in the protocol); 330,000 tested, 0.2% active; in the data active = inhibition above about 50%
MEX-5 binding: C. elegans MEX-5 TCR-2 RNA binding activity | MEX-5/FITC-TCR2 RNA binding, fluorescence polarization; active compounds read low | 300,000 tested, 0.38% active | activity score (negative = inhibition of binding), % at 10 µM | Q9XUB2;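 active = inhibition past about -25% in most replicates, and total fluorescence under double the plate's negative control median, limit read from the data; inconclusive = replicates evenly split on the limit, or fluorescence at least double controls; inactive = too little inhibition in most replicates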;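 note: 0% = DMSO and -100% = 5 µM competing unlabeled TCR2 RNA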
MCL1 BIM primary: disrupts human MCL1 binding to BIM-BH3 peptide; GST-MCL1 / FITC-Bim-BH3 fluorescence polarization; inhibition, % at 10.9 µM; 320,000 tested, 0.68% active; AID 2057;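 active = inhibition above the mean inhibition of all tested compounds plus 3 SD, set per campaign, cut at about 40% in these data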;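 note: 0% = DMSO wells and 100% = unlabeled Bim-BH3 peptide control; higher means more loss of mP so more displacement of Bim peptide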
Target sequence (Q07820 whole entry, looked up): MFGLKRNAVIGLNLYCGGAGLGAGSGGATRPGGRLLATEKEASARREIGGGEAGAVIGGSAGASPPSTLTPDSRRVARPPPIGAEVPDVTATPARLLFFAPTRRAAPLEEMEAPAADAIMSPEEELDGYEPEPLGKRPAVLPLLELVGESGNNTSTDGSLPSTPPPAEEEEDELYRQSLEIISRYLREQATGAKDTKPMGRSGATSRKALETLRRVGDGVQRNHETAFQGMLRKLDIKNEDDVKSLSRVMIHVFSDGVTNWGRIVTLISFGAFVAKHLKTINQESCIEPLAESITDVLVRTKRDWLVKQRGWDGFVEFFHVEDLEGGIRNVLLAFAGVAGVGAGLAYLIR
CIT2-GFP yeast: yeast TOR pathway CIT2-GFP modulation; S. cerevisiae CIT2-GFP strain, flow cytometry, 3 h; 100 means same as DMSO wells; GFP response vs DMSO, % at 10 µM; 320,000 tested, 0.065% active; AID 2029;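 active = GFP response relative to DMSO above a set limit, near the screen mean plus 3 SD, cut at about 150% in these data; inconclusive = Fewer than 70 cells measured for a yeast strain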;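 note: ratio of well median GFP fluorescence to mean of DMSO wells on the plate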
GRK2 inh: blocks RNA aptamer binding to human GRK2. bead flow cytometry, FAM-aptamer displacement from GRK2. inhibition of aptamer binding, % at 10 µM. 330,000 tested, 0.59% active. AID 488847;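 active = inhibition of aptamer binding above 40%, roughly 3 SD of noise, on plates passing a quality check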;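 note: median bead fluorescence of bound FAM aptamer so fluorescent compounds give negative values; no value below 0 was filed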
BCLXL inh: inhibitors of human Bcl-xL | Q07817 | GST-Bcl-xL / FITC-Bim BH3 peptide fluorescence polarization | inhibition, % at 10.9 µM | 320,000 tested, 0.7% active | AID 2129;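 active = inhibition above the mean of all tested compounds plus 3 SD, cutoff set per campaign, cut at about 30% in these data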;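 note: 0% = DMSO wells and 100% = unlabeled Bim-BH3 peptide competitor; inhibitors lower millipolarization by displacing the labeled peptide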
Target sequence (Q07817 whole entry, looked up): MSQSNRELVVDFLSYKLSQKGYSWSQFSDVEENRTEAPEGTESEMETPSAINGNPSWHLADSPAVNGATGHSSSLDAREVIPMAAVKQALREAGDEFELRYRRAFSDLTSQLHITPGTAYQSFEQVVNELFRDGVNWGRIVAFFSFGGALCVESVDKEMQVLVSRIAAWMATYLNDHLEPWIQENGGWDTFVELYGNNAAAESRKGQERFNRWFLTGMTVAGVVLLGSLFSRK
AGP1-GFP MLPCN: modulators of TOR pathway AGP1-GFP in S. cerevisiae; S. cerevisiae AGP1-GFP multiplex flow cytometry, 3 h; GFP as percent of DMSO wells; GFP response vs DMSO, % at 10 µM; 320,000 tested, 0.02% active; AID 2066;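 active = GFP response relative to DMSO above a set limit, near screen average plus 3 SD, cut at about 150% in these data; inconclusive = fewer than 70 cells counted for the yeast strain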;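 note: median GFP channel fluorescence of the gated AGP1 strain per well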
GLD-1 TGE inh: GLD-1-TGE RNA interaction inhibition (C. elegans) | purified GLD-1 + fluorescein TGE RNA, fluorescence polarization | inhibition, % at 5.96 µM | Q17339 | 320,000 tested, 0.44% active;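 active = percent inhibition above a per-plate cutoff, the plate mean of test compounds plus 3 SD, cut at about 30% in these data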;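 note: 0% = DMSO wells with GLD-1 and probe and 100% = wells lacking GLD-1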
Target sequence (Q17339 whole entry, looked up): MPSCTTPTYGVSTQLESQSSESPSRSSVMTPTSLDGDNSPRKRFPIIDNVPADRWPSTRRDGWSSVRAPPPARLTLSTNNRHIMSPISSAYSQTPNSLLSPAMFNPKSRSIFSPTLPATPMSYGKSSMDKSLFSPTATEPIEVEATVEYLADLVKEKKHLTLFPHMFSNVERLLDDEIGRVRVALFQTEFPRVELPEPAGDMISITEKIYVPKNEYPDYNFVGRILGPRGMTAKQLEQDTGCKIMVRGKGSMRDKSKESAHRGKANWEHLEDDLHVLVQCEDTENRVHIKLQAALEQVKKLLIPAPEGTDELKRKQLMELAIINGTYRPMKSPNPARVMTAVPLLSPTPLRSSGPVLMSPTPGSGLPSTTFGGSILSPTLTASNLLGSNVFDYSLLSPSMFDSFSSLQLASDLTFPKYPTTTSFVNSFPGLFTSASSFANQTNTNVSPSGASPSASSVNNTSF
Fam108B counter: blocks mouse Fam108B hydrolase in RBBP9 counter-screen; inhibition, % at 9.51 µM; AID 1947; recombinant Fam108B, FP-Rh probe fluorescence polarization; 300,000 tested, 0.33% active;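 active = inhibition above the screen mean inhibition plus 3 SD, computed separately per campaign, cut at about 18% in these data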;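 note: inhibitors lower polarization as less probe binds the enzyme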
An asterisk follows results filed as active; ? = inconclusive; . = no result given. The order is random; overall some 2.2% were active at least once.

SMILES	VLA-4 inh	MEX-5 binding	MCL1 BIM primary	CIT2-GFP yeast	GRK2 inh	BCLXL inh	AGP1-GFP MLPCN	GLD-1 TGE inh	Fam108B counter
Cc1cccc(OCC(=O)NC2CC(C)(C)NC(C)(C)C2)c1	0	1.4	3	103	0	6	102	-2	-5
O=C(COC(=O)c1c(F)cccc1F)Nc1ccc2[nH]c(=O)[nH]c2c1	4	-1.0	0	107	0	-3	101	-11	7
Cc1ccc(N2C(=O)C3N=NN(CC(=O)N4N=C(c5cccc6ccccc56)CC4c4ccccc4)C3C2=O)cc1 (centres undefined)	12	-0.5	-5	95	0	1	103	1	-7
CCOC(=O)Cn1c(=O)sc2ccccc21	-4	-0.6	0	96	0	0	104	0	-2
N#Cc1ccc(OCC(=O)NC(=O)NC2CCS(=O)(=O)C2)cc1 (centres undefined)	0	.	8	93	3	0	106	-7	.
Cc1ccc(NC(=O)C2CCC2)cc1S(=O)(=O)N1CCCCCC1	5	0.5	0	89	0	3	100	-2	-3
Cn1c(/N=C/c2c(O)ccc3ccccc23)nc2ccccc21	-49	.	34	100	3	36*	97	5	5
Cc1ccc(NC(=O)CC2S/C(=N/N=C/C=C/c3ccccc3)NC2=O)cc1Cl (centres undefined)	-3	-1.5	0	105	2	1	102	2	-2
Cc1nn(-c2ccccc2)c(Cl)c1C(=O)NCC(=O)O	-3	-0.1	-1	108	0	-5	104	5	2
O=C(CSc1nnc(SCc2ccccc2)s1)N/N=C/c1c(Cl)cccc1Cl	17	1.6	-6	99	0	-1	108	10	2
CCOC(=O)C1CCCN(C(=O)c2cn(-c3ccccc3)nc2-c2cccnc2)C1 (centres undefined)	10	1.7	2	102	0	2	109	-3	-1
N#Cc1c(N)n(-c2ccc(C(=O)O)cc2)c2nc3ccccc3nc12	3	2.6	-11	?	0	8	?	-9	1
CC(C)CC(C(=O)NC(C)(C)C)N(Cc1ccccc1Cl)C(=O)c1snc(C(N)=O)c1N (centres undefined)	1	0.5	.	85	0	.	76	.	.
CC(C)(C)c1[nH]nc2c1C(c1ccncc1)C(C#N)=C(N)O2 (centres undefined)	4	1.2	-1	94	3	0	93	-2	5
Nc1c(NCc2ccccc2F)c(=O)[nH]c(=O)n1Cc1ccccc1	7	-8.5	97*	103	2	86*	113	93*	-2
O=C1CC(c2ccc(S(=O)(=O)NCCOc3ccccc3)cc2)CN1 (centres undefined)	6	0.2	2	107	0	2	101	0	0
Cn1c(SCC(=O)Nc2cccc3ccccc23)nc(O)cc1=O	-9	1.6	10	96	2	3	92	3	-3
Cc1ccc(-c2csc(N=C(N)N)n2)cc1	0	1.0	-2	90	2	-2	99	4	1
CC(C)CCN1CCN(Cc2ccc(Oc3ncccn3)cc2)CC1CCO (centres undefined)	11	1.1	1	93	7	-3	98	0	-1
O=C(c1ccc(COCC(F)(F)F)cc1)N1CCN(c2ccccn2)CC1	-7	1.4	9	106	0	6	104	-3	-1
OCC1(CCOc2ccccc2)CCN(Cc2cn[nH]c2-c2ccccc2)CC1	1	1.0	3	102	0	6	100	1	-1
Cc1ccccc1Cn1nnc2c1C(=O)c1ccccc1C2=O	10	-1.6	2	101	0	0	103	0	4
O=C(O)/C(=C\c1ccccc1OC(F)F)c1ccc(-c2ccccc2)cc1	-12	-4.7	3	104	0	18	91	-2	-5
COc1ccc(C(=O)NCc2ccc(C)cc2)cc1S(=O)(=O)N1CCCc2ccccc21	-4	-1.2	-2	97	0	7	105	-1	-5
CCOc1ccccc1CNc1nc2nc3c(c(=O)n2[nH]1)CCC3	5	1.1	0	97	0	6	102	0	-4
NC(=O)c1ccsc1NC(=O)COC(=O)c1ccc(Cl)nc1	3	3.6	0	85	4	-2	96	0	-2
O=C(c1ccc(C(=O)N2CCOCC2)s1)N1CCOCC1	2	1.8	3	99	0	-3	105	1	-1
CC(Oc1ccccc1)C(=O)Nc1nnc(S(=O)(=O)N2CCCCCC2)s1 (centres undefined)	12	1.0	-1	94	2	0	91	-1	-1
O=C(NCc1ccc(F)cc1)c1ccc2c(=O)n3c(nc2c1)CCCCC3	7	0.3	2	97	2	1	100	1	-1
O=C1CSC(=S)N1c1ccc(Cl)c(Cl)c1	-1	2.9	.	68	0	.	61	.	.
CC12CCC(C(=O)NC(c3ccccc3)c3ccccc3)(OC1=O)C2(C)C (centres undefined)	8	-4.7	8	99	3	4	93	-5	2
CN(C1CCCCC1)S(=O)(=O)c1cn(C)c(=O)n(C)c1=O	2	.	-2	95	5	-2	104	-3	.
COCCn1c(SCC(=O)c2c(N)n(C3CC3)c(=O)[nH]c2=O)nnc1-c1ccc(Cl)cc1	7	.	-16	98	0	-14	105	10	.
CC(C)N1CCN(CCCc2ccccc2)CC1CCO (centres undefined)	-1	-1.4	6	109	0	4	102	2	3
COc1ccccc1NC(=O)C12CC3CC(C1)CC(c1ccc(C)cc1)(C3)C2	-4	-1.0	1	95	0	1	104	-2	-4
Cc1ccc(NC(=S)NCc2ccc(S(N)(=O)=O)cc2)cc1Cl	6	-0.9	2	97	2	2	101	0	-3
COc1ccc(C(=O)Cc2cc(OC)c(OC)cc2[N+](=O)[O-])cc1	-10	-3.6	-1	100	0	3	96	1	3
O=C(N/N=C/c1ccccc1OC(F)F)c1cc(-c2ccncc2)nc2ccccc12	-11	-0.4	-4	99	1	1	100	-2	4
CCCCOc1ccc(C(=O)OCC(=O)c2c(N)n(C)c(=O)n(C)c2=O)cc1	0	.	.	86	2	.	91	13	.
O=C(NCc1ccccc1)C(C(=O)c1ccc(F)cc1)n1ccccc1=O (centres undefined)	10	-2.1	3	105	0	3	106	6	4
CC1=C(C)CC(C(=O)NC(C)CCc2ccccc2)C(C(=O)O)C1 (centres undefined)	0	0.0	1	95	1	3	102	2	-1
O=Cc1cn(CCC(=O)O)nc1-c1cc2ccccc2o1	-1	2.1	3	103	0	5	101	3	-2
COc1ccccc1NS(=O)(=O)c1cc(C(=O)N2CC(C)CC(C)C2)ccc1C (centres undefined)	15	-0.6	6	102	4	6	102	4	-3
Cc1ccc(C(=O)CCC(=O)NCc2ccc(Cl)cc2)cc1	-9	.	-1	102	0	1	103	-3	.
Cc1cc(C(=O)COC(=O)C2CCN(C(=O)c3ccc(Cl)cc3)CC2)c(C)n1CC1CCCO1 (centres undefined)	0	0.7	-2	101	0	-3	112	-1	-4
CCOC(=O)C1(CCOc2ccccc2)CCN(Cc2ccc(F)c(OC)c2)CC1	-1	-0.3	6	108	0	-2	99	-2	-2
O=C(/C=C/c1ccc2c(c1)OCO2)NCCCN1CCOCC1	2	-0.8	-8	108	6	2	100	4	2
COc1ccc(OC)c(Cc2nnc(CCC(=O)NCc3ccc(C)s3)o2)c1	20	1.0	-7	106	0	4	109	1	-1
CCCCc1ccc(NC2=NCC(=O)N2CCc2ccccc2)cc1	0	3.2	7	96	3	7	101	6	-1
CC(C)(C)NCC(O)COc1ccccc1C1CCCC1 (centres undefined)	25	.	14	93	0	6	99	3	1
NC(=O)C1CCN(CC(O)COCc2ccccc2Cl)CC1 (centres undefined)	28	0.7	3	104	1	2	104	4	1
CCCCn1c(N)c(N(CCOC)C(=O)c2cc(S(=O)(=O)N3CCCCC3)ccc2Cl)c(=O)[nH]c1=O	2	0.5	-5	98	2	-4	85	-2	-3
O=C(Oc1ccc(Br)cc1C(=O)/C=C/c1ccccc1F)c1ccco1	23	-0.8	5	110	1	4	114	1	-18
Cc1ccccc1NC(=O)OCc1cn(-c2ccc(Cl)cc2)nn1	-1	1.5	6	109	0	6	93	2	2
N#Cc1cccc(Nc2c3c(nc4ccccc24)CCCC3)c1	1	-1.2	2	104	1	6	106	-1	-2
Cc1nc2scc(-c3ccccc3)c2c(=O)n1/N=C/c1ccco1	-4	0.0	3	100	0	3	107	-4	1
CCOc1cc(CNc2ccc(S(N)(=O)=O)cc2)ccc1OCC(=O)NC(C)(C)C	-5	1.3	-4	93	0	-4	95	-3	-1
COc1ccccc1CNC(=O)CSc1ccc(Br)cc1	7	0.0	1	86	4	5	97	7	-1
O=C(CN1CCc2cc3c(cc2C1)OCCCO3)Nc1cccc(Br)c1	4	-7.0	3	103	5	3	103	3	-3
Cc1ccc(NC(=O)CSCC(=O)N(C)CC(=O)Nc2cccc(F)c2)cc1	7	-0.3	-11	84	1	-12	94	-4	-1

(continued)
SMILES	VLA-4 inh	MEX-5 binding	MCL1 BIM primary	CIT2-GFP yeast	GRK2 inh	BCLXL inh	AGP1-GFP MLPCN	GLD-1 TGE inh	Fam108B counter
CC(CC(=O)Nc1ncc([N+](=O)[O-])s1)c1ccccc1 (centres undefined)	-8	.	1	101	2	6	105	2	1
Cc1ccc(S(=O)(=O)N(C)Cc2ccc(-c3nnc4n3CCC4)cc2)cc1	1	-4.3	5	87	0	6	90	4	3
COc1ccc(OC)c2[nH]c(C(=O)N3CCC(C(=O)O)CC3)cc12	6	-1.3	-3	94	0	0	92	0	-5
COC(=O)c1[nH]c2ccccc2c1NC(=O)CN1CCN(Cc2ccc3c(c2)OCO3)CC1	4	-0.1	-7	103	2	0	101	1	-2
Cc1ccsc1C=C1C(=O)c2ccccc2C1=O	-2	0.2	6	92	5	10	98	4	6
O=[N+]([O-])c1ccc(N2CCOCC2)cc1O	-5	1.8	0	103	1	-4	104	4	6
Cc1ccc(C(c2nnnn2C2CCCCC2)N2CCN3CCCC3C2)cc1 (centres undefined)	-4	-2.3	9	110	0	3	109	-3	1
Cc1ccc(Oc2nnc(-c3ccc(C)cc3)c3ccccc23)cc1	0	0.3	-9	97	33	2	97	5	-1
Cc1ccn2cc(CCNS(=O)(=O)c3ccc4c(c3)OCCO4)nc2c1	4	2.9	2	94	0	1	95	0	-1
Cc1ccc(C)c(C(=O)N2CCC(n3nccc3NC(=O)C3CC3)CC2)c1	2	2.9	1	98	2	4	100	4	3
CCCCN(C)C(=O)Cn1nc(Cc2ccncc2)c2ccccc2c1=O	3	2.9	1	106	4	1	92	3	-1
Clc1ccccc1-c1nnc2sc(-c3cccs3)nn12	37	2.2	4	95	0	3	94	3	-1
O=C1CCCc2c1[nH]c1ccccc21	1	.	0	99	0	10	101	1	1
O=C(O)c1ccc(CSc2nnc(-c3ccco3)n2-c2ccccc2)cc1	10	-0.3	1	102	1	-2	105	6	-1
COc1ccc(NC(C#N)c2ccc(OC)cc2)cc1 (centres undefined)	8	-3.8	3	110	1	6	105	-1	5

Copied from the list:
CC(C)(C)NCC(O)COc1ccccc1C1CCCC1 (centres undefined) in CIT2-GFP yeast → 93
CCCCn1c(N)c(N(CCOC)C(=O)c2cc(S(=O)(=O)N3CCCCC3)ccc2Cl)c(=O)[nH]c1=O in BCLXL inh → -4
O=Cc1cn(CCC(=O)O)nc1-c1cc2ccccc2o1 in VLA-4 inh → -1
COc1ccccc1NC(=O)C12CC3CC(C1)CC(c1ccc(C)cc1)(C3)C2 in CIT2-GFP yeast → 95
Clc1ccccc1-c1nnc2sc(-c3cccs3)nn12 in CIT2-GFP yeast → 95

One compound at a time, as listed above. Values in the order: VLA-4 inh, MEX-5 binding, MCL1 BIM primary, CIT2-GFP yeast, GRK2 inh, BCLXL inh, AGP1-GFP MLPCN, GLD-1 TGE inh, Fam108B counter
`Cc1ccsc1C=C1C(=O)c2ccccc2C1=O` in the list: -2, 0.2, 6, 92, 5, 10, 98, 4, 6
`COc1ccc(NC(C#N)c2ccc(OC)cc2)cc1` (centres undefined) in the list: 8, -3.8, 3, 110, 1, 6, 105, -1, 5

Screening results (PubChem)
